# RGS8-Gao reg – regulators of human RGS8-Galphao interaction; 0.34% of 220,000 active; multiplexed bead flow cytometry, RGS8-Galphao binding; actives lie on both sides; response (percent of control binding), % at 10 µM; AID 1423; in the data active = response below about 60% or above about 140%; inactive = in between;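 also: Galphao activated as the GDP aluminium fluoride complex binding bead-coupled RGS8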
# Mcl1-Noxa inh – Mcl-1/Noxa interaction inhibition | 1.5% of 220,000 active | Q07820 | inhibition, % at 21.7 µM | TR-FRET Mcl-1/Noxa peptide binding, 2 h | AID 1022;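 active = compounds that cut the protein-peptide binding signal by more than 50% relative to plate controls in a single-dose test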;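 also: His-tagged Mcl-1 with rhodamine Noxa BH3 peptide and terbium anti-His antibody; 0% = Mcl-1 plus Noxa peptide wells and 100% = peptide-only wells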
# GSH fluor – compound fluoresces at 488/530 nm on GSH beads | AID 1776 | 0.25% of 190,000 active | GSH beads flow cytometry, compound fluorescence 488/530 nm; stronger effect = higher value | fluorescence (KMESF) at 10 µM; in the data active = fluorescence above about 89;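 also: glutathione beads carrying GST-tagged Bcl family fusion proteins plus one bare bead set; values are compound well signal with DMSO vehicle wells as background; inactives centre near 16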
# Pf gametocyte – kills late stage P. falciparum gametocytes; AID 743093; 0.065% of 150,000 active; P. falciparum stage V gametocytes, ATP luminescence, 24 h; inhibition, % at 10.9 µM;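 active = inhibition above the mean plus 3 SD of compounds within the control limits, set per campaign, cut at about 38% in these data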;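 also: 0% = DMSO wells and 100% = medium only without gametocytes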
# ABCG2 block – inhibitors of human ABCG2 transporter, ABCB1 counter-screen. 0.1% of 190,000 active. inhibition, % at 6.6 µM. AID 1325. IgMXP3 cells, JC-1 efflux, flow cytometry. Q9UNQ0;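 active = inhibition above 80%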;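 also: 0% = DMSO and 100% = nicardipine control wells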
#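 Times: 10 min at 25 °C | Test system: Two drug-resistant human cell lines, ABCG2 and ABCB1 | Quantity: 3 million cells/mL final, two lines in 1:1 ratio | Signal: Flow cytometry, 530 nm JC-1 signal | Dosing: Compound at 6.6 µM | Controls: Nicardipine and DMSO wells | Reagent: JC-1 as fluorescent efflux pump substrate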
# Avidin bead fluor – avidin bead compound fluorescence profile. 0.38% of 220,000 active. AID 1775. fluorescence (KMESF) at 10 µM. Avidin beads, compound fluorescence 488/530 nm, flow cytometry; stronger effect = higher value; in the data active = fluorescence above about 47; also: inactives centre near 10
# RGS7-Gao reg – human RGS7-Galphao interaction regulation; Multiplexed bead flow cytometry, RGS7-Galphao binding; actives lie on both sides; binding response (% of control), % at 10 µM; 0.35% of 220,000 active; AID 1439; in the data active = binding response below about 49% or above about 150%; inconclusive = no clear call, values can overlap the other calls; inactive = in between;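 also: fluorescent Galphao held in activated GDP-AlF4 state binding bead-coupled RGS7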
# ABCB1 block – inhibitors of human ABCB1 transporter, ABCG2 counter-screen; P08183; CCRF-Adr cells, JC-1 efflux, flow cytometry; inhibition, % at 6.6 µM; 0.067% of 190,000 active; in the data active = inhibition above about 40%;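 also: 0% = vehicle and 100% = reference inhibitor; higher value means more JC-1 retained so stronger ABCB1 efflux block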
# Target sequence (P08183 whole entry, looked up): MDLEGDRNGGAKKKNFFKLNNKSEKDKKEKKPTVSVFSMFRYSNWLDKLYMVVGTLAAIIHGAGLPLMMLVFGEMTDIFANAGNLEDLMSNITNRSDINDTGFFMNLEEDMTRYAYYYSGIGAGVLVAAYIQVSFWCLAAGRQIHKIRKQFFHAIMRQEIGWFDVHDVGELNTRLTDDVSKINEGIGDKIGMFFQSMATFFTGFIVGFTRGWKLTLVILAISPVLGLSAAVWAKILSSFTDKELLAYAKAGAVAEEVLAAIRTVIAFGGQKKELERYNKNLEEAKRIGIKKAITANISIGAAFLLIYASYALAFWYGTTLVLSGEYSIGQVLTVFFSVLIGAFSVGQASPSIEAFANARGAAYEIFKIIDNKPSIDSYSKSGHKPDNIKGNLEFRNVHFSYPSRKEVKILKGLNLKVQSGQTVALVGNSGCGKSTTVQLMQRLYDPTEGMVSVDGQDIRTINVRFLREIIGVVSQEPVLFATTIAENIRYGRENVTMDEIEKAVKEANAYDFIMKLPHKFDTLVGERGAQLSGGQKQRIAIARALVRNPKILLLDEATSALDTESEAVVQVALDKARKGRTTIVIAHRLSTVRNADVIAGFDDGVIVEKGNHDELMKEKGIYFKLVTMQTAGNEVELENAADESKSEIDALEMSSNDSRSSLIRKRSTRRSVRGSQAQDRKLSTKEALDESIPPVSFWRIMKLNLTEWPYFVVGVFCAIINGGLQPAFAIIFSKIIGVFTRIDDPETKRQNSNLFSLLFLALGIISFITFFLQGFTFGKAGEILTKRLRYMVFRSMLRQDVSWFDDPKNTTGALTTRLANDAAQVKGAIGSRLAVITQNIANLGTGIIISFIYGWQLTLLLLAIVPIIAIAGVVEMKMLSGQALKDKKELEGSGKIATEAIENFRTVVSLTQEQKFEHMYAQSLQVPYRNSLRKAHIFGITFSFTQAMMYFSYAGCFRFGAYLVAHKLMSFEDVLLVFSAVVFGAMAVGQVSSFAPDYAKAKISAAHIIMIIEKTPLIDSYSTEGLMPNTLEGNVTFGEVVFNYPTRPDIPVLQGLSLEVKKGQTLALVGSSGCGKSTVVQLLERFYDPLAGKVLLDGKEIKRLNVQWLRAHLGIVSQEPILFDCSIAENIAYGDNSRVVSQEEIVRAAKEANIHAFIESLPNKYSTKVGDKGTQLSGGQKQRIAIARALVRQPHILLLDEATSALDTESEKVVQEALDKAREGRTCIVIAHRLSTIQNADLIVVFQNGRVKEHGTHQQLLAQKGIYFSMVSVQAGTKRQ
# Mcl1-Bid inh – Mcl-1/Bid interaction inhibition | TR-FRET Mcl-1/Bid-Dy647 peptide binding, 1536-well | 0.97% of 220,000 active | inhibition, % at 21.7 µM | AID 1021 | Q07820;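 active = compounds that cut the binding signal by more than half at the single screening dose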;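 also: His-tagged Mcl-1 with europium anti-His antibody binding Bid BH3 peptide; 0% = Mcl-1 plus peptide wells and 100% = peptide-only wells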
# Bim-Mcl-1 – inhibitors of Bim-Mcl-1 interaction, human | Q07820 | Bead-based flow cytometry, Bim peptide-Mcl-1 binding | inhibition, % at 10 µM | 0.1% of 190,000 active | AID 1009; in the data active = inhibition above about 40%;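 also: 0% = no compound tracer wells and 100% = peptide blocker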
# RGS4-Gao reg – human RGS4-Galphao interaction regulation; 0.33% of 220,000 active; Multiplexed bead flow cytometry, RGS4-Galphao binding; actives lie on both sides; binding response (% of control), % at 10 µM; P09471; in the data active = binding response below about 49% or above about 150%; inactive = in between;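 also: fluorescent Galphao activated with aluminum fluoride binding bead-coupled RGS4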
# An asterisk follows results filed as active; ? = inconclusive; · = no result given; [ ] = another dose, or the depositor's remark.
no.	SMILES	RGS8-Gao reg	Mcl1-Noxa inh	GSH fluor	Pf gametocyte	ABCG2 block	Avidin bead fluor	RGS7-Gao reg	ABCB1 block	Mcl1-Bid inh	Bim-Mcl-1	RGS4-Gao reg
1	CCCN1CCC(N(C)CCc2ccc(OC)c(OC)c2)CC1	94	12	33	·	1	10	93	0.2	8	-3	91
2	Cc1ccccc1CN1CCN(CC(=O)NCCCN2CCN(c3ccc(F)cc3)CC2)C1=O	97	21	25	·	2	29	101	0.5	-15	-1	98
3	S=c1[nH]c(-c2ccccc2)cn1/N=C/c1cccs1	96	23	·	0	·	5	?	·	-94	·	96
4	C=CCN1C2CCCC1CC(NC(=S)Nc1ccc(Cl)cc1)C2 (centres undefined)	106	9	16	-6	0	10	101	-0.1	-79	0	101
5	COc1ccc(NC(=S)NC(=O)c2ccccc2Cl)cc1	100	1	12	2	14	10	101	-0.1	-45	-3	100
6	Cc1c(NC(=O)/C(C#N)=C/c2ccccc2)c(=O)n(-c2ccccc2)n1C	105	13	13	-3	2	10	?	0.4	-27	-1	107
7	Cc1nc2ccc(NC(=O)COc3cccc(F)c3)cc2s1	96	20	15	-31	7	11	?	0.7	-19	-1	94
8	COc1ccccc1C(=O)NCCn1cc(SCC(=O)Nc2cc(C)on2)c2ccccc21	98	1	14	9	16	6	95	2.6	-14	-6	94
9	Clc1ccc(COc2ccccc2-c2ccnc3ncnn23)cc1	101	1	13	7	0	12	105	0.2	-3	1	104
10	COC(=O)C1=C(COc2ccccc2)NC(=O)NC1c1ccc(Br)cc1 (centres undefined)	104	-7	17	22	3	10	99	0.4	-14	0	100
11	CCOC(=O)N1CCN(C(=O)c2ccc(Cn3c(=S)[nH]c4cc5c(cc4c3=O)OCO5)cc2)CC1	101	23	25	·	28	33	104	3.5	-13	-6	100
12	O=S(=O)(Nc1nc2ccccc2nc1N1CCN(c2ccccc2F)CC1)c1ccc(Cl)cc1	101	-3	35	-3	0	7	96	-0.1	23	-2	102
13	COC(=O)c1ccc(CNC(=O)COC(=O)Cc2ccsc2)cc1	103	7	17	-10	12	8	?	0.9	-12	-4	101
14	COC(=O)c1cc2ccsc2n1CC(=O)Nc1ccc(N(C)C)cc1	105	35	35	·	-1	8	105	-0.3	-32	-1	108
15	COc1ccc(C(=O)NCc2cccs2)cc1S(=O)(=O)N1CCOCC1	104	10	8	0	1	26	101	0.2	-7	-2	101
16	Cc1ccc(C(=O)NC(=S)Nc2ccc3c(c2)OCCO3)c(C)c1	101	5	27	·	13	9	104	0.8	-38	1	101
17	Cc1cc2c(c(=O)n1CCN(C)C)C(c1ccc(Br)cc1)C(C#N)=C(N)O2 (centres undefined)	100	-2	45	·	0	6	105	0.3	-69	0	106
18	Cc1ccc(CS(=O)(=O)Cc2ccc(C(=O)NCc3ccccn3)o2)cc1	101	-25	59	·	-1	7	99	0.0	-32	0	101
19	COc1ccc(NC(=O)COC(=O)/C=C/c2ccccc2[N+](=O)[O-])cc1	103	9	7	·	26	2	100	2.0	-35	-7	94
20	COc1ccc(/C=N\Nc2ccccc2[N+](=O)[O-])c(C(=O)O)c1OC	103	-6	·	-6	·	6	?	·	-19	·	103
21	CCCCNC(=S)N(C)/N=C/c1c(F)c(F)c(F)c(F)c1F	102	-7	11	8	·	8	103	-0.7	-4	-3	101
22	CCCC(C)NC(=O)CSc1nnc(-c2c[nH]c3ccccc23)o1 (centres undefined)	107	16	17	-24	3	12	105	-2.6	-7	-2	106
23	COc1ccc2c(c1)-c1c(ssc1=S)C(C)(C)N2S(=O)(=O)c1ccc(C)cc1	101	9	8	2	0	17	106	0.3	-26	0	104
24	COc1ccc2c(C=O)cn(C)c2c1	105	2	24	-19	4	9	99	0.4	-38	1	100
25	CN(C(=O)c1ccccc1C(=O)OCC(=O)NCc1ccccc1)C1CCCCC1	107	5	7	-2	-7	14	109	0.6	-11	4	105
26	Cc1ccccc1CNC(=O)c1ccccc1NS(C)(=O)=O	102	8	18	16	4	9	104	1.1	12	-3	101
27	CC1CC(=O)C2=C(C1)Nc1ccccc1SC2c1ccc(F)cc1 (centres undefined)	102	8	11	·	9	14	103	0.7	-2	-1	102
28	CS(=O)(=O)NCCSc1nnnn1-c1ccccc1	98	11	25	10	4	6	101	0.1	-18	0	103
29	CC1(C)CC(=O)c2sc(NC(=O)CN3CCOCC3)nc2C1	102	-6	38	·	11	16	98	-1.6	3	-10	98
30	O=C1CN(C(=O)COc2ccccc2F)c2ccccc2N1	104	18	6	0	8	17	100	6.2	-19	-2	104
31	CCc1ccc(-c2cc(C(F)(F)F)n3nc(C(=O)Nc4cnn(Cc5ccc(C)cc5)c4)cc3n2)s1	100	12	60	·	-2	14	104	-0.4	49	3	96
32	COc1ccc(N2CSC3=C(C#N)C(c4cccc(OC)c4OC)CC(=O)N3C2)cc1 (centres undefined)	95	46	17	·	-1	6	98	0.1	-15	-6	96
33	COc1ccc(CNC(=O)CN(Cc2ccccc2)C(=O)c2csnn2)cc1	98	-16	37	·	-2	14	94	-0.7	-22	-2	96
34	CC(C)NC(=O)Nc1ccc(Br)cc1Cl	101	6	10	4	5	3	103	0.5	-32	-2	106
35	O=C(NCC1COc2ccccc2O1)c1ccco1 (centres undefined)	99	-10	14	·	1	20	99	0.3	3	0	100
36	CCOC(=O)N1CCN(C(=O)CCl)CC1	101	0	9	4	2	11	102	-0.2	-4	-1	104
37	CN(C)S(=O)(=O)c1cccc(NC(=S)NCc2ccco2)c1	100	13	14	-1	0	11	?	-0.6	-61	-3	98
38	O=C(NCc1cccnc1)C1CCCN(S(=O)(=O)c2ccc(Br)cc2)C1 (centres undefined)	108	-14	16	26	1	28	110	0.6	-9	2	115
39	Cn1c(=O)c2cc(S(=O)(=O)N3CCC(c4ccccc4)CC3)ccc2n(C)c1=O	101	-64	58	·	-1	6	100	-0.2	30	-5	98
40	Cc1oc(CC(C)C)cc1C(=O)Nc1cccc2ccccc12	99	10	28	·	0	15	99	0.8	-12	-1	101
41	CC(C)=C1C2CCC1C1C(=O)N(c3nccs3)C(=O)C21 (centres undefined)	105	-1	8	1	1	2	101	0.5	-10	-1	100
42	Cc1ccsc1/C=N/n1c(-c2ccccn2)n[nH]c1=S	100	32	23	-2	-7	16	100	-0.9	-56	2	103
43	COc1ccc(C2=NO[C@@H]3C(=O)N(Cc4ccccc4)C(=O)[C@H]23)cc1OC	102	-13	6	·	1	6	98	0.3	-14	3	101
44	OC1O[C@H](c2ccc3c(c2)OCO3)[C@H]2CO[C@H](c3ccc4c(c3)OCO4)[C@@H]12 (some centres undefined)	94	7	·	·	·	7	?	·	-27	·	95
45	O=S(=O)(c1ccccc1)N(CC1CO1)c1cccc2ccccc12 (centres undefined)	104	8	57	·	1	12	105	0.5	0	-5	102
46	CC(C)N(Cc1nc(-c2ccccc2)no1)C(=O)c1ccc2c(c1)OCO2	101	-1	41	·	3	12	101	0.0	-32	-1	105
47	O=C(c1ccc(N2CCOCC2)nc1)N1CCCCC1	100	22	47	-22	0	15	101	0.1	-13	0	101
48	O=C(NCc1ccco1)/C(=C/C=C\c1ccccc1)NC(=O)c1ccc(Br)o1	105	-6	11	·	2	13	102	0.6	-8	-6	104
49	Cc1cc(NC(=O)c2ccc(C#N)cc2)n(-c2ccccn2)n1	97	16	12	-7	11	8	95	1.4	-9	1	92
50	Cc1ccccc1NC(=O)c1sc2nc[nH]c(=O)c2c1C	98	-10	17	·	0	8	101	-0.1	-35	1	101
51	CC1CCCN(C(=O)CN2C(=O)c3ccccc3C2=O)C1 (centres undefined)	104	-3	28	8	5	13	96	-0.8	-23	-4	102
52	COc1cc(NC(=O)c2cc(C)on2)cc(OC)c1OC	88	17	12	·	1	6	101	0.3	-3	-2	79
53	CCOc1ccc(S(=O)(=O)N(C)c2ccc(OCC(=O)NCC3CCCO3)cc2)cc1 (centres undefined)	96	15	12	-3	1	11	94	0.2	-8	0	94
54	COc1ccc(-c2c(=O)n(OCc3ccccc3[N+](=O)[O-])c3ccccc3[n+]2[O-])c(OC)c1	102	18	18	-15	20	9	?	3.5	-9	1	100
55	O=C(O)c1ccc(N2CC3CC(C2)c2cccc(=O)n2C3)c(NC(=S)Nc2ccc(Cl)cc2Cl)c1 (centres undefined)	94	1	18	-9	-1	8	103	-0.6	-12	-6	94
56	Cc1onc(-c2ccccc2Cl)c1C(=O)NNC(=O)c1nn(C)cc1Cl	100	5	10	9	9	11	104	1.1	-25	0	104
57	CCOC(=O)c1c(NC(=O)CSc2nc3ccccc3o2)sc(C)c1C	100	-1	24	·	2	12	100	0.4	-26	-3	101
58	CCOC(=O)c1sc(-c2ccc(Cl)cc2)nc1O	98	11	·	-5	·	6	?	·	-10	·	100
59	O=C(CSc1ccc(F)cc1)Nc1ccccc1Br	100	5	14	-19	1	10	100	0.4	-5	-2	95
60	Cn1cc(S(=O)(=O)CC(=O)Nc2ccc3c(c2)OCO3)c2ccccc21	98	1	91*	0	0	194*	275*[activator]	-0.3	-7	10	367*[activator]

# (continued)
no.	SMILES	RGS8-Gao reg	Mcl1-Noxa inh	GSH fluor	Pf gametocyte	ABCG2 block	Avidin bead fluor	RGS7-Gao reg	ABCB1 block	Mcl1-Bid inh	Bim-Mcl-1	RGS4-Gao reg
61	COc1cccc2cc(C(=O)C3=C(O)C(=O)N(CCN(C)C)C3c3ccc(F)cc3)oc12 (centres undefined)	96	11	42	·	1	7	101	0.3	-80	0	91
62	Cc1cc(Cl)c(S(=O)(=O)N2CCN(c3ccc(F)cc3)CC2)cc1OCC(=O)NC1CCCCC1	100	3	34	-33	5	20	111	3.6	0	0	101
63	CC(O)CNCCCOc1cccc(Oc2ccccc2)c1 (centres undefined)	102	23	19	-11	1	11	108	0.2	-8	-1	97
64	NS(=O)(=O)c1ccc(N=Cc2c(O)c3ccccc3oc2=O)cc1	102	5	13	8	1	10	100	-0.1	-5	-5	99
65	NNc1nc(Nc2ccccc2)nc(N2CCCCC2)n1	102	-76	15	·	2	8	100	0.2	-42	2	99
66	CC(C)C(NC(=O)C(c1ccccc1)c1ccccc1)c1nc2ccccc2[nH]1 (centres undefined)	100	20	11	·	3	10	94	0.7	-7	-1	102
67	CCc1c(C)nc(SCC(=O)NNC(=O)Cc2ccc(OC)cc2)[nH]c1=O	106	7	·	22	·	11	?	·	-8	·	105
68	COc1cccc(NC(=O)CSC(N)=O)c1	104	-1	23	9	-1	11	99	-5.0	-14	0	98
69	CSc1cccc(NC(=O)C(C)Sc2ccc(C)cc2)c1 (centres undefined)	101	-20	63	12	6	9	102	3.6	4	-2	105

# Screens: PubChem BioAssay, several laboratories
